# TDP2 inh: TDP2 (human) inhibition, absorbance primary screen; recombinant TDP2, T5PNP hydrolysis, p-nitrophenol absorbance 415 nm; inhibition, % at 12.8 µM; actives 0.34% (n = 370,000);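 active = inhibition above the mean of all tested compounds plus 3 SD, set per campaign, cut at about 25% in these data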;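 note: 0% = DMSO with enzyme and 100% = buffer with substrate but no TDP2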
#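 Assay system: recombinant human TDP2 / Reagent: T5PNP substrate at 5 mM, a TopII-DNA adduct mimic / Measured by: epi absorbance from released p-nitrophenol / Evaluation: % inhibition relative to enzyme-containing and enzyme-free wells / Control set: enzyme-free and DMSO wells / Replicates: each compound tested once, singlicate / Schedule: enzyme reaction with compound for 2 h at 37 °C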
# ARFGAP1 inhibitor: inhibitors of rat ARFGAP1. Q62848. Arfgap1-stimulated ARF1 GTP hydrolysis, GDP FP detection. inhibition, % at 16.5 µM. actives 0.26% (n = 360,000);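 active = inhibition above a per-plate limit, mean inhibition of low control wells plus 3 SD, cut at about 25% in these data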;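 note: 0% = DMSO wells with enzyme and 100% = wells lacking Arfgap1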
# Target sequence (Q62848 1-136 limits assumed): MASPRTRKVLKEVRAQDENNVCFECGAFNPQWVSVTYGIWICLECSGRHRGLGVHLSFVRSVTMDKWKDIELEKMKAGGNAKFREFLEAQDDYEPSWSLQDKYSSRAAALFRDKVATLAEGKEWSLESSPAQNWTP
#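 Material – truncated rat Arfgap1 GAP domain · Buffer or medium – HEPES-based buffer, pH 7.5 · Reagent – human ARF1(Δ1-17)-GTP substrate · Dosing – 16.5 µM single point, 1.26% DMSO · Schedule – GTP hydrolysis reaction 2 h at 25 °C · Technique – GDP detection by fluorescence polarization · Benchmarks – No-Arfgap1 wells (100%) versus DMSO full-reaction wells (0%) · Repeats – single replicate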
# Tn6 DDE FP: disrupts Tn6 cyclic peptide binding to fibrin D-Dimer-E complex. Fibrin DD(E) TRITC-Tn6 fluorescence polarization displacement. inhibition, % at 8.3 µM. actives 0.21% (n = 370,000). AID 720509;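 active = inhibition above a per-campaign cutoff: mean of compounds within control limits plus 3 SD, cut at about 15% in these data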;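 note: 0% = median of all compound wells on the plate and 100% = blocking peptide control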
# Target sequence (P02675 whole entry, looked up): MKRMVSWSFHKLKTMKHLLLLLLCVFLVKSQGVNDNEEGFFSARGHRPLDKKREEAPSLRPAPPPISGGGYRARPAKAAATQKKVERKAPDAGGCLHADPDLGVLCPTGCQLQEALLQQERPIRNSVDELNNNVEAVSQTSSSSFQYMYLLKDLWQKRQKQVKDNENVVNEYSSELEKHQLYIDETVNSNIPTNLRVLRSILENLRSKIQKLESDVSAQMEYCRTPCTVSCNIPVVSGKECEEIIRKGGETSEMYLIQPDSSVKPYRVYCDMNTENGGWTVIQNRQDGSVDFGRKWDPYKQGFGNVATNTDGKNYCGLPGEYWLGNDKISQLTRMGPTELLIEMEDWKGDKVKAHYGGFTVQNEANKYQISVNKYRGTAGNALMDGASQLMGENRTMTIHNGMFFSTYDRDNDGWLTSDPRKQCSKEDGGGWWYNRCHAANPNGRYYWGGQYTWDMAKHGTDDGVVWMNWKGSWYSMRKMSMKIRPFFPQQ
# ASAP1 GAP inh: inhibitors of human ASAP1 ArfGAP activity; Q9ULH1; ASAP1-stimulated ARF1 GTP hydrolysis, GDP FP detection; inhibition, % at 16.5 µM; actives 0.19% (n = 360,000); in the data active = inhibition above about 25%;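 note: 0% = vehicle with enzyme and substrate and 100% = no enzyme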
# Target sequence (Q9ULH1 325-724 limits assumed): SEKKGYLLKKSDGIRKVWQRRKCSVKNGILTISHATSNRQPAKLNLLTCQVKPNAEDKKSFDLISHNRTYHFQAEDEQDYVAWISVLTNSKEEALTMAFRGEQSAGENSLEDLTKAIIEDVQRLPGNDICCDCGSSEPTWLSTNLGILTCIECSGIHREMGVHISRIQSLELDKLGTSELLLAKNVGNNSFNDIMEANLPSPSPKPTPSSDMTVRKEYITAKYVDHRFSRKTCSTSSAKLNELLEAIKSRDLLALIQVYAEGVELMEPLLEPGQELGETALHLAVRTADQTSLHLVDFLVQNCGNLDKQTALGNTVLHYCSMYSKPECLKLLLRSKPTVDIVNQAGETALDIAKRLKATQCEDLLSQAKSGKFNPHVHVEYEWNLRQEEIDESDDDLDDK
# LEDGF integ inh: blocks HIV-1 LEDGF/p75-dependent DNA integration; TR-FRET IN-LEDGF/p75 DNA integration, Eu/Cy5; inhibition, % at 3.7 µM; actives 0.64% (n = 370,000);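 active = inhibition above the screen-wide mean plus 3 SD, cut at about 13% in these data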;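 note: signal is the Cy5 over europium emission ratio at 671 and 618 nm; 0% = plate median of compound wells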
# ADAM17 inh: inhibitors of human ADAM17. recombinant ADAM17, EDANS/DABCYL FRET peptide cleavage. inhibition, % at 6.95 µM. actives 0.83% (n = 370,000). AID 720648;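 active = inhibition above the mean of compounds lying between control limits plus 3 SD, set per campaign, cut at about 8.5% in these data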;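 note: 0% = DMSO-only wells as the low control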
# ADAM10 inh: inhibits human ADAM10 | AID 720582 | O14672 | actives 0.62% (n = 370,000) | inhibition, % at 7 µM | recombinant ADAM10, EDANS/DABCYL FRET peptide cleavage, 3 h;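 active = inhibition above a per-campaign cutoff equal to the mean of compounds falling between control-based bounds plus 3 SD, cut at about 20% in these data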;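 note: 0% = DMSO wells while the 100% control is not disclosed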
# Tn7 DDE FP: DD(E)-Tn7 binding inhibition, primary FP screen. FP displacement of FITC-Tn7 peptide from fibrin DD(E); 0% = median of compound wells per plate. P02675. inhibition, % at 8.3 µM. AID 720508. actives 0.13% (n = 370,000);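 active = inhibition above the mean of compounds falling within the control limits plus 3 SD of them, cut at about 14% in these data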;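 note: 0% = plate median of compound wells and 100% = 10 µM Aha-Tn7 peptide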
#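 Assay system: Human fibrin DD(E) protein | Medium: Tris buffer with calcium and detergent, pH 7.8 | Reagent: 0.1 µM fluorescent Tn7 | Compound dosing: Single point at 8.3 µM | Times: 10 min preincubation, 3 h with tracer, room temperature | Detection: Fluorescence polarization of the labelled Tn7 tracer | Controls: Aha-Tn7 high control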
# KLK7 zymogen act: activates the human kallikrein-7 zymogen; actives 0.9% (n = 370,000); activation, % at 7 µM; purified proKLK7, EDANS-DABCYL substrate fluorescence; 100% is mature enzyme control, 0% vehicle;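 active = activation above the mean of all tested compounds plus 3 SD, computed per campaign excluding outliers beyond control limits, cut at about 13% in these data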
# PLCg1 inh: PLC-gamma1 (human) inhibition, primary screen; inhibition, % at 12.2 µM; actives 0.84% (n = 370,000); purified PLC-gamma1, fluorogenic substrate, fluorescence; P19174; in the data active = inhibition above about 9.5%
# Starred values were filed as active, the others as inactive; i = inactive.
No.	Molecule	ASAP1 GAP inh	ADAM17 inh	KLK7 zymogen act	Tn7 DDE FP	Tn6 DDE FP	LEDGF integ inh	TDP2 inh	PLCg1 inh	ADAM10 inh	ARFGAP1 inhibitor
1	CCCn1c(SCC(=O)Nc2c(CC)cccc2CC)nnc1C(C)C	-3	-2	0.2	-3	4	0	12	-2	-2	-12
2	CC(C)(C)c1ccc(OC(=O)CN2C(=O)C3C4CCC(C4)C3C2=O)cc1 (stereo not drawn)	-12	3	0.5	-3	1	1	2	1	5	-1
3	COCCCNc1nc2c(c(=O)n(Cc3ccc(OC)cc3)c(=O)n2C)n1C	1	3	-0.1	-6	4	3	-33	10*	7	-1
4	COc1ccccc1N(CC(=O)NCC1CCCO1)C(=O)Cn1nnc(-c2cccs2)n1 (stereo not drawn)	-3	-2	-0.6	11	3	-3	3	2	0	3
5	CCC1=[N+](CC(=O)c2ccc(C)cc2)CCn2c(C)ccc21	-3	-23	9.0	-2	1	-3	1	-104	-106	-4
6	CCCONC(=O)Nc1ccccc1[N+](=O)[O-]	0	-2	-0.3	-4	8	0	2	3	1	3
7	Cc1ccc(C2=NC3(CCCCCC3)NC2=S)cc1	14	1	-0.2	-3	-6	-2	1	0	-1	3
8	Cc1ccc(NC(=O)c2cc3c(CO)cnc(C)c3oc2=Nc2cccc(C(N)=O)c2)cc1	-22	-13	0.7	-3	-1	0	-5	-4	-16	-2
9	CCOc1ccccc1-c1nc(C(N)=O)c2[nH]c(=O)n(-c3ccc(F)cc3)c2n1	-4	-9	-4.0	2	12	-1	-4	-3	-36	2
10	O=C(CNC(=O)c1cccs1)NCC(=O)OCc1ccc(Cl)cc1	-5	-4	0.0	-5	0	-3	7	-3	0	-1

# 2 compounds from above, showing only ARFGAP1 inhibitor.
No.	SMILES	ARFGAP1 inhibitor
4	COc1ccccc1N(CC(=O)NCC1CCCO1)C(=O)Cn1nnc(-c2cccs2)n1 (stereo not drawn)	3
5	CCC1=[N+](CC(=O)c2ccc(C)cc2)CCn2c(C)ccc21	-4

# Next section:
No.	Molecule	ASAP1 GAP inh	ADAM17 inh	KLK7 zymogen act	Tn7 DDE FP	Tn6 DDE FP	LEDGF integ inh	TDP2 inh	PLCg1 inh	ADAM10 inh	ARFGAP1 inhibitor
11	O=C(COC(=O)Cc1ccc(Cl)c(Cl)c1)Nc1ccc2[nH]c(=O)[nH]c2c1	5	1	-0.3	0	1	-1	16	-1	4	4
12	C[C@@H]1CN([C@@H](C)CO)C(=O)c2cc(NC(=O)Nc3cccc4ccccc34)ccc2O[C@@H](C)CCCCO[C@H]1CN(C)C(=O)c1ccccc1	12	-17	-2.4	-5	-15	1	-2	-20	-66	9
13	CCOc1cccc(Nc2ccc([N+](=O)[O-])cn2)c1	4	1	0.1	5	-6	-3	15	-7	-2	6
14	CC(=O)NCCC1CCCCN1C(=O)c1cc(COc2cc(C)ccc2C)on1 (stereo not drawn)	2	4	0.1	-9	2	4	3	1	-2	9
15	CCOC(=O)C1C(C(=O)OCC)C1(c1ccccc1)c1ccccc1 (stereo not drawn)	3	-1	-0.2	3	-6	-1	-1	4	-1	5
16	Cc1ccc(C(=O)c2ccccc2C(=O)OCC(=O)NCC2CCCO2)cc1 (stereo not drawn)	0	-4	-1.3	-3	-11	-4	-2	-6	-4	6
17	CCOC(=O)c1cnn(-c2cccc(Cl)c2)c1N	-7	-1	0.4	0	-10	-3	-3	4	11	0
18	COc1ccc(OC)c(NC(=O)CCN2C(=O)c3cccc([N+](=O)[O-])c3C2=O)c1	6	4	0.6	-7	0	6	-12	7	5	0
19	Cc1cccc(-c2cccc(NC(=O)C3CCCN(C(=O)c4ocnc4C)C3)c2)c1 (stereo not drawn)	-8	-6	0.2	2	2	-2	2	-3	-9	0
20	O=C(CNC(=S)N(CCCN1CCOCC1)Cc1cccs1)N1CCCCCC1	4	-2	0.0	3	1	-7	-4	-1	-1	0

# 10 compounds already listed, sorted by molar mass, low to high:
No.	Molecule	ASAP1 GAP inh	ADAM17 inh	KLK7 zymogen act	Tn7 DDE FP	Tn6 DDE FP	LEDGF integ inh	TDP2 inh	PLCg1 inh	ADAM10 inh	ARFGAP1 inhibitor
13	CCOc1cccc(Nc2ccc([N+](=O)[O-])cn2)c1	4	1	0.1	5	-6	-3	15	-7	-2	6
15	CCOC(=O)C1C(C(=O)OCC)C1(c1ccccc1)c1ccccc1 (stereo not drawn)	3	-1	-0.2	3	-6	-1	-1	4	-1	5
10	O=C(CNC(=O)c1cccs1)NCC(=O)OCc1ccc(Cl)cc1	-5	-4	0.0	-5	0	-3	7	-3	0	-1
16	Cc1ccc(C(=O)c2ccccc2C(=O)OCC(=O)NCC2CCCO2)cc1 (stereo not drawn)	0	-4	-1.3	-3	-11	-4	-2	-6	-4	6
11	O=C(COC(=O)Cc1ccc(Cl)c(Cl)c1)Nc1ccc2[nH]c(=O)[nH]c2c1	5	1	-0.3	0	1	-1	16	-1	4	4
18	COc1ccc(OC)c(NC(=O)CCN2C(=O)c3cccc([N+](=O)[O-])c3C2=O)c1	6	4	0.6	-7	0	6	-12	7	5	0
19	Cc1cccc(-c2cccc(NC(=O)C3CCCN(C(=O)c4ocnc4C)C3)c2)c1 (stereo not drawn)	-8	-6	0.2	2	2	-2	2	-3	-9	0
20	O=C(CNC(=S)N(CCCN1CCOCC1)Cc1cccs1)N1CCCCCC1	4	-2	0.0	3	1	-7	-4	-1	-1	0
8	Cc1ccc(NC(=O)c2cc3c(CO)cnc(C)c3oc2=Nc2cccc(C(N)=O)c2)cc1	-22	-13	0.7	-3	-1	0	-5	-4	-16	-2
12	C[C@@H]1CN([C@@H](C)CO)C(=O)c2cc(NC(=O)Nc3cccc4ccccc34)ccc2O[C@@H](C)CCCCO[C@H]1CN(C)C(=O)c1ccccc1	12	-17	-2.4	-5	-15	1	-2	-20	-66	9

# (list continues)
No.	Molecule	ASAP1 GAP inh	ADAM17 inh	KLK7 zymogen act	Tn7 DDE FP	Tn6 DDE FP	LEDGF integ inh	TDP2 inh	PLCg1 inh	ADAM10 inh	ARFGAP1 inhibitor
21	O=C(O)COc1ccccc1/C=N/NC(=O)CSc1nc2ccccc2n1Cc1ccccc1	10	-3	0.1	-1	-7	6	-1	1	1	4
22	NC(=O)c1cc2ccccc2o/c1=N\NC(=O)c1ccccc1O	2	-2	0.0	-1	1	6	-8	5	9	5
23	CC1CCC(NC(=O)COc2ccccc2C(N)=O)CC1 (stereo not drawn)	0	-1	0.1	2	-3	5	-3	4	-5	-5
24	CC(C)C[C@H]1COc2cccc(N3CCCC3)c2S(=O)(=O)N1	7	0	-0.7	-8	-6	0	-10	-4	0	14
25	NC(=O)CC(NC(=O)Cc1cccc2ccccc12)c1ccc(NC2CCCC2)c([N+](=O)[O-])c1 (stereo not drawn)	2	-1	-0.3	5	-4	1	-10	1	-2	0
26	Cc1cc(Cl)cc(C)c1OCCn1ccnc1	1	-2	-0.3	4	-1	-7	-5	-4	-2	0
27	COC(=O)c1cc(-c2c(C)oc3cc(O)ccc3c2=O)c(C)o1	-5	-296	-12	-2	-1	0	-4	-466	i	3
28	C/C=C/c1cccc(-c2nc(C(=O)NC3CCC3)cc3c2[C@@H](CCO)N(S(=O)C(C)(C)C)C3)c1 (stereo partly drawn)	-2	-7	-0.5	0	-5	7	5	-29	-17	-3
29	O=C(CCNS(=O)(=O)c1ccc(OC(F)(F)F)cc1)NC1CC1	2	-3	0.6	0	7	0	1	0	-4	2
30	O=C(CSc1ccc(F)cc1)Nc1nnc(-c2ccco2)o1	-11	0	0.4	-5	2	-2	-2	2	-11	16
31	O=C(COc1ccccc1[N+](=O)[O-])N/N=C/c1ccc(O)c([N+](=O)[O-])c1	5	-1	-0.5	8	-9	-2	-2	2	9	-2
32	OC1COC(O)C(O)C1O (stereo not drawn)	-1	-3	0.1	3	0	1	1	6	7	4
33	O=C1CC/C=C\C[C@@H](CC(=O)N(CCO)Cc2ccccc2)C(=O)N[C@H](Cc2ccccc2)CO1	4	4	0.7	-3	6	3	-14	8	5	8
34	COc1ccc(CSc2nc3nc(C)cc(C)n3n2)cc1F	-5	-3	0.8	5	-4	-5	6	1	-2	0
35	CCCNC(=O)C1(C)CCCN(Cc2cc(-c3ccccc3)nn2C)C1 (stereo not drawn)	-5	0	0.4	3	9	-3	-3	0	-5	0
36	CN(C)CCOC(=O)COc1ccc(Cl)cc1	-6	0	0.1	-1	1	4	-1	0	7	0
37	Brc1ccccc1-n1nnc(-c2cccnc2)n1	-5	0	-0.3	-2	3	-1	14	0	-1	0
38	O=S1(=O)CCN(Cc2cccc(C(F)(F)F)c2)CC1	-2	0	0.2	10	-1	1	-1	-2	-6	8
39	COc1ccc(OC)c(C(C)NC(=O)c2ccco2)c1 (stereo not drawn)	6	1	-0.1	3	-6	7	-14	1	-5	-3
40	CC(C)Nc1nc(Oc2ccc(Cl)cc2)cc(C(F)(F)F)n1	-4	-1	-0.2	5	-5	-3	6	-4	0	-9
41	COc1cc(CN2CCNC(=O)C2CC(=O)N2CCCN(C(C)=O)CC2)cc(OC)c1 (stereo not drawn)	2	-1	-0.3	1	5	2	8	-5	-8	-14
42	CCOC(=O)C1(CCOC)CCN(Cc2nc(-c3cccs3)oc2C)CC1	1	-9	0.4	-4	-7	-1	-10	-1	-13	6
43	CCCCn1c(NCc2ccc3c(c2)OCO3)nc2ccccc21	-12	0	0.1	-1	3	0	-3	-2	4	-2
44	Cc1n[nH]c(C)c1S(=O)(=O)N1CCCC(C(=O)NC2CCCc3ccccc32)C1 (stereo not drawn)	1	-1	0.3	-2	-4	1	-5	-1	1	4
45	COc1cc(OC)cc(C(=O)N2CCN(c3ccccn3)CC2)c1	5	-1	0.1	1	9	-5	-3	0	-9	13
46	CCNC(=O)COC(=O)c1cc(C)n(-c2ccccc2)c1C	-1	0	0.3	4	2	1	5	2	7	0

# High-throughput results from PubChem BioAssay.
